Screens as filed in PubChem BioAssay.
TbMetRS inhib = Trypanosoma brucei MetRS inhibition; inhibition, % at 11.9 µM; actives 0.4% (n = 360,000); purified T. brucei MetRS, ATP depletion, Kinase-Glo luminescence;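 active means inhibition above a per-plate cutoff of the control wells' mean inhibition plus 3 SD, cut at about 5.5% in these data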;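 further: 0% = DMSO wells median and 100% = median of wells with control inhibitor compound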
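Test system – parasite MetRS enzyme · Reagent – substrates ATP, L-methionine and bulk Escherichia coli tRNA · Doses – 11.9 µM compound single dose, 0.9% DMSO · Times – 15 min enzyme-compound preincubation, 2 h reaction, 10 min detection, 25 °C · Signal – Kinase-Glo luminescence, ATP depletion format · Controls – DMSO-only wells as low control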
E coli Lon inh = E. coli protease La inhibition | P0A9M0 | purified E. coli Lon protease, fluorescence polarization | inhibition, % at 7.94 µM | actives 0.42% (n = 360,000); in the data active means inhibition above about 13%, passing the limit was not always enough;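 further: 0% = enzyme with probe and DMSO and 100% = no enzyme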
CendR NRP1 mod = alters CendR peptide binding to human NRP-1; FAM-RPARPAR peptide binding to NRP-1, fluorescence polarization; inhibition, % at 25 µM; actives 0.85% (n = 360,000);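 active means inhibition or corrected inhibition above about 18%, plus a signal ratio from 0.5 to 1.5, limit read from the data, passing the limit was not always enough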; further: strong numbers were not always called active
Target sequence (O14786 whole entry, looked up): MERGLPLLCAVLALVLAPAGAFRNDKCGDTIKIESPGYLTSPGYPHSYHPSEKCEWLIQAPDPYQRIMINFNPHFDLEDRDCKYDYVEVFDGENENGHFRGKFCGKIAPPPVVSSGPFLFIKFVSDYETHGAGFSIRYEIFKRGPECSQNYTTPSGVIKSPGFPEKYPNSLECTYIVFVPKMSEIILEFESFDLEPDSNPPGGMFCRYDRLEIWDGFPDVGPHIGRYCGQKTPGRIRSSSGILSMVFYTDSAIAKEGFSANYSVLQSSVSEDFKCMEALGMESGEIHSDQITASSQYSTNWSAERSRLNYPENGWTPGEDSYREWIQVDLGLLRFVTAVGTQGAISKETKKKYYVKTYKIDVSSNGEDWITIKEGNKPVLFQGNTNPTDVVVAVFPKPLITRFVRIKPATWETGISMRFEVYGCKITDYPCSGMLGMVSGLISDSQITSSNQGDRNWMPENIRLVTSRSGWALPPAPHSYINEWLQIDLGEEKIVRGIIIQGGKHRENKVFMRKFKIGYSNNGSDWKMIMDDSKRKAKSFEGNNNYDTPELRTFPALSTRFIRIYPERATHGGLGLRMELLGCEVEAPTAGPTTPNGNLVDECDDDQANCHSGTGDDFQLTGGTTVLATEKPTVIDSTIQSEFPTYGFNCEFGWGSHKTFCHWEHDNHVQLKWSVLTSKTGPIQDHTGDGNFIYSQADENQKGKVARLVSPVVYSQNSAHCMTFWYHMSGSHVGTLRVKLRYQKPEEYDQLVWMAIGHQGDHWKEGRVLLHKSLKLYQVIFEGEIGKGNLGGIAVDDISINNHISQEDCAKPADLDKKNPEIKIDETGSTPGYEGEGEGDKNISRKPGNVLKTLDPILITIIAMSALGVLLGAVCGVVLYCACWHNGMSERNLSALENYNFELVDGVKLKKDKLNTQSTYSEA
MsrA act = activators of bovine methionine sulfoxide reductase A. purified bovine MsrA, absorbance read-out. activation, % at 10.6 µM. actives 0.3% (n = 360,000); in the data active means activation above about 7.5%;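 further: 0% = vehicle and 100% = reference activator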
LMPTP inh = LMPTP (human) inhibition | P24666 | recombinant LMPTP-A, OMFP fluorogenic substrate, fluorescence intensity | inhibition, % at 20 µM | actives 0.22% (n = 360,000);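 active means compounds that cut the enzyme signal by at least half of the control window in the single-dose screen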;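 further: plate controls were DMSO wells with enzyme plus substrate for no effect and substrate without enzyme for full effect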
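Assay system: LMPTP-A phosphatase enzyme | Input: 0.625 nM enzyme | Also added: Fluorogenic phosphatase substrate OMFP at 400 µM final | Compound dosing: One test concentration per compound, 20 µM, with 3% DMSO overall | Schedule: 50 min enzyme reaction at room temperature, protected from light | Signal: Fluorescence intensity | Benchmarks: no-enzyme and uninhibited controls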
Scp1 inh = Scp-1 (human) phosphatase inhibition; Recombinant Scp1, phosphopeptide, malachite green phosphate absorbance; inhibition, % at 20 µM; actives 0.88% (n = 340,000); AID 493091;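 active means inhibition above about 50% at 20 µM, limit read from the data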;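 further: plate controls were DMSO wells with enzyme for no effect and wells lacking enzyme for full effect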
Target sequence (Q9GZU7 76-261 limits assumed): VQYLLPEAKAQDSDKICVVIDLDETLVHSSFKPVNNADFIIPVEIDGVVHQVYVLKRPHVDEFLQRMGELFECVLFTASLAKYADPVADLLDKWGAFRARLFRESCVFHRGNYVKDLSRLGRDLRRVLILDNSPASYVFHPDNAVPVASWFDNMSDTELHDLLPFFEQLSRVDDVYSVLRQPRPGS
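System: SCP-1 catalytic domain; Reagent: Phospho 17-mer peptide substrate; Doses: one concentration, 20 µM, with 1.0% DMSO; Incubation: 45 min room-temperature reaction, 5 min colour, 30 min stabiliser; Signal: Phosphate-binding colour reagent, absorbance read at 630 nm.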
DNMT1 block = DNMT1 (human) enzyme inhibition; P26358; DNMT1 molecular beacon, Hinp1I cleavage, fluorescence; inhibition (reported as % activation of signal), % at 10 µM; actives 0.83% (n = 360,000); AID 588458; in the data active means inhibition above about 50%
SUMO1-SIM PPI = modulators of human SUMO1-mediated protein-protein interactions | P63165 | SUMO1 binding to a labelled peptide, TR-FRET, 1 h | inhibition, % at 20 µM | actives 0.33% (n = 360,000) | AID 602429; in the data active means inhibition above about 37%
MsrA inhibitor = inhibitors of bovine MsrA. inhibition, % at 15.5 µM. purified bovine MsrA, absorbance read-out. actives 0.75% (n = 360,000). AID 651718; in the data active means inhibition above about 4.5%;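 further: 0% = vehicle wells with enzyme and 100% = reference inhibitor wells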
STEP block = inhibitors of human striatal-enriched phosphatase STEP | recombinant STEP, OMFP fluorogenic substrate, fluorescence | inhibition, % at 20 µM | actives 0.25% (n = 360,000);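 active means inhibition at 20 µM, scaled per plate between control wells, above about 37%, limit read from the data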;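 further: 0% = DMSO with enzyme and substrate and 100% = substrate only without enzyme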
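medium = Bis-Tris buffer pH 6.0, 2.5 mM DTT, 0.005% Tween 20 | test system = STEP (striatal-enriched tyrosine phosphatase) enzyme, cell-free | measure = normalized % inhibition | compound dosing = 20 µM, 1% DMSO | also added = 25 µM OMFP | schedule = reaction 20 min, ambient temperature | measured by = fluorescence read at 480 nm ex / 540 nm em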
Numbers without * were called inactive; · = no result given; & = joins results of further samples.

SMILES	TbMetRS inhib	E coli Lon inh	CendR NRP1 mod	MsrA act	LMPTP inh	Scp1 inh	DNMT1 block	SUMO1-SIM PPI	MsrA inhibitor	STEP block
COc1cccc(C(=O)O/N=C(\N)c2ccccn2)c1	-1.5	-6	-16	-4	-0.3	-9	0	-1	-0.9	-3
O=C(COc1ccccc1)NCCSCc1ccc(Cl)cc1	-0.4	-3	6	-6	-1.2	-1	-8	1	-0.8	1
Cc1noc(C)c1NC(=O)Nc1ccc2c(c1)C(=O)N([C@H](C)CO)C[C@@H](C)[C@@H](CN(C)S(=O)(=O)c1cn(C)cn1)OCCCC[C@H](C)O2	-0.3	-2	-4	-2	-2.1	·	0	4	-0.6	-1
CCOC(=O)N1CCN(C(=O)CNC(=O)c2nn(-c3ccc(OC)cc3OC)c(=O)c3ccccc23)CC1	-0.7	-3	0	-2	0.0	-5	2	-8	0.7	0
CC1(C)C=Cc2c(c3ccccc3[nH]c2=O)O1	0.1	-3	7	-3	0.8	-13	1	-4	3.1	3
CCN1C(=C(C#N)C#N)C=Cc2cc(C)ccc21	-0.4	-2	1	0	0.0	-10	-4	-7	1.6	1
CC(C)C1Cc2c(sc3ncnc(NN)c23)CO1 (stereo not drawn)	-1.1	-7	3	-1	1.6	-19	-1	0	-0.2	-2
C[C@@H]1NC(=O)[C@H](CCCN=C(N)N)NC(=O)c2cc([N+](=O)[O-])cc(I)c2NCCC[C@@H](C(N)=O)NC1=O	-0.3	-5	-2	-8	3.9	-2	30	-64	0.9	-1
O=S(=O)(N/N=C\c1cccc(F)c1)c1ccccc1	-0.4	3	15	-7	-1.1	-6	3	2	-1.0	-3
Cc1cc(S(=O)(=O)NC2CCN(Cc3ccccc3)CC2)c(C)cc1Cl	0.3	-11	3	2	-1.9	8	-2	-1	-1.1	-2
COc1cc2c(cc1OC)C(NC(=O)c1ccc(C)cc1)CC2=O (stereo not drawn)	0.3	-5	1	-2	-0.9	-10	0	-2	0.1	10
COc1ccc(/C=N/NC(=S)Nc2ccccc2)cc1COc1ccc(F)cc1F	-0.8	14	-11	-12	2.4	2	-9	-1	1.2	16
COc1ccc(-c2noc(CCCOc3ccccc3)n2)cc1OC	-1.2	-4	-5	-3	1.9	-16	-4	-2	0.5	-2
COc1ccc2c(c1[N+](=O)[O-])CCC/C2=N/OC(=O)c1cccc2ccccc12	-0.9	6	4	-8	-0.7	-10	-1	3	-0.3	-4
Cn1c(N)c(C(=O)Nc2cccc(Cl)c2)c(=O)n(C)c1=O	-0.7	4	10	0	0.8	-12	1	20	0.1	-3
O=C(/C=C/c1ccc([N+](=O)[O-])cc1)N1CCN(S(=O)(=O)c2cccs2)CC1	-0.5	-2	1	0	0.2	-2	-4	-18	0.5	-1
C=C1CCN([C@@H](CC(C)C)C(=O)NCc2cc(OC)c(OC)c(OC)c2)S(=O)(=O)c2ccccc21	-0.3	-6	12	-2	0.9	-6	-1	17	-0.4	4
CC1CC(=NNC(=O)C2COc3ccccc3O2)CC(C)(C)C1 (stereo not drawn)	-0.4	-18	12	-1	-1.9	-4	3	3	-0.1	0
CCOC(=O)c1c(NC(=O)C(C)N2CCN(C(=O)c3ccco3)CC2)sc2c1CCCC2 (stereo not drawn)	-1.0	-8	3	-10	4.2	-25	-12	-3	2.5	2
CN(Cc1ccc(F)cc1)C(=O)c1cccc(S(=O)(=O)N2CCN(c3ccc(F)cc3)CC2)c1	-0.4	4	2	-8	2.4	2	0	4	-1.2	3
N#C/C(=C/c1ccccc1)c1nn(CCO)c(N)c1C#N	0.0	-14	-25	-1	0.5	-9	-9	-6	1.1	1
CCOC(=O)CSc1ncnc2c1cnn2-c1ccc(C)cc1	-0.2	4	23	0	2.0	-7	-3	2	0.7	3
CCOC(=O)C1=C(C)Nc2nc(SCC)nn2C1c1ccc(OC)cc1 (stereo not drawn)	-0.5	-8	1	-10	-0.2	-2	-1	0	-1.4	-4
COc1cc(C2=NOC(C(=O)Nc3c(C)n(C)n(-c4ccccc4)c3=O)C2)cc(OC)c1OC (stereo not drawn)	-0.2	-12	-16	-5	0.2	-7	-1	-4	1.7	-2
COCC(C)N1CCC(Oc2ccc(C(=O)NCc3ccccn3)cc2)CC1 (stereo not drawn)	-0.5	16	1	-7	1.3	1	0	2	-1.0	4

Random excerpt: 3 compounds from above
SMILES	TbMetRS inhib	E coli Lon inh	CendR NRP1 mod	MsrA act	LMPTP inh	Scp1 inh	DNMT1 block	SUMO1-SIM PPI	MsrA inhibitor	STEP block
COc1cc(C2=NOC(C(=O)Nc3c(C)n(C)n(-c4ccccc4)c3=O)C2)cc(OC)c1OC (stereo not drawn)	-0.2	-12	-16	-5	0.2	-7	-1	-4	1.7	-2
COc1cccc(C(=O)O/N=C(\N)c2ccccn2)c1	-1.5	-6	-16	-4	-0.3	-9	0	-1	-0.9	-3
O=C(COc1ccccc1)NCCSCc1ccc(Cl)cc1	-0.4	-3	6	-6	-1.2	-1	-8	1	-0.8	1

The list continues.
SMILES	TbMetRS inhib	E coli Lon inh	CendR NRP1 mod	MsrA act	LMPTP inh	Scp1 inh	DNMT1 block	SUMO1-SIM PPI	MsrA inhibitor	STEP block
CC(C)=CCN1CCN(Cc2cnc(C)s2)CC1CCO (stereo not drawn)	-1.1	-4	-2	-8	6.0	3	1	-2	-0.9	3
CN(CC(=O)O/N=C(\N)c1ccccn1)S(=O)(=O)c1ccccc1	0.6	0	-5	-3	-0.3	0	-3	0	0.4	-2
O=C1N=c2ccccc2=C1c1sc(=S)n(Cc2ccccc2Cl)c1O	-0.5	-1	7	-3	4.4	-11	-17	-16	-0.6	4
O=c1c2c(nc3c(-c4ccccc4)c[nH]n13)CCCC2	0.0	4	24	0	1.8	9	0	7	0.8	0
Cc1ccc(NC(=O)CSc2nc3cc(C(=O)NCC4CCCO4)ccc3c(=O)n2CC2CCCO2)cc1 (stereo not drawn)	-0.1	2	-6	-1	-0.6	·	-1	-4	-0.4	-2
O=C(CNS(=O)(=O)c1ccccc1)N/N=C/c1ccc(O)cc1	-0.2	0	8	-3	-1.2	-5	0	-1	0.1	0
O=C(OCC(=O)N1CCOCC1)c1ccccc1Cc1ccccc1	-0.2	4	2	-4	0.0	-4	3	-3	-0.3	1
COc1ccc(Cl)cc1C(=O)Nc1ccc(CN2CCCCC2)cc1	-0.2	9	7	-3	0.6	-3	-4	-1	0.1	-3
CCN(Cc1ccncc1)C(=O)c1ccc(Br)o1	0.2	-6	-11	-3	-0.6	-5	-2	0	0.0	-2
Cc1[nH]c2ccccc2c1Cc1nnc(SCC(N)=O)o1	0.2	-6	-1	1	-1.5	-4	0	0	2.2	-2
CC(C)c1cccc(-c2ccc3c(c2)S(=O)(=O)c2cccc(C(=O)NCc4ccccc4Cl)c2C3=O)c1	-0.4	-4	2	-2	0.4	0	19	-1	·	6
Clc1ccc(Cl)c2sc(N3CCOCC3)nc12	0.0	7	0	1	1.5	-3	0	0	0.1	0
CC(C)c1ccc(/C=N/NC(=O)CC(=O)NCc2ccccc2)cc1	0.3	1	10	-3	-1.6	-6	3	2	-1.0	2
COc1ccc(S(=O)(=O)N2CCc3ccccc32)cc1C(=O)Nc1ccc(NC(C)=O)cc1	-0.4	-13	-11	3	1.6	-9	-14	-40	-0.2	-1
COc1ccc(N(C)S(=O)(=O)c2ccc(Cl)c(C(=O)NCC(C)(C)N3CCOCC3)c2)cc1	0.1	0	0	-1	1.4	0	-1	2	0.7	2
Cc1ccc2cc([N+](=O)[O-])ccc2n1	-0.3	-2	3	-4	-1.9	-10	-4	-30	1.6	-1
Cc1cccc(C)c1NC(=S)NC(=O)c1ccc(Br)o1	-0.2	-1	-9	-3	-1.1	-14	1	-3	1.1	0
CC(C)C1=NN(C(=O)c2cccnc2)C(O)(C(F)(F)F)C1 (stereo not drawn)	-0.5	5	6	-3	-1.2	-3	-1	3	·	1
Cc1ccc(C)c(S(=O)(=O)N2CCN(C(=O)c3ccc(OCc4c(C)noc4C)cc3)CC2)c1	-0.5	-14	12	0	1.8	-4	-6	7	-1.6	5
Cc1coc2c1c(C)cc1oc(=O)c(CC(=O)N[C@H](C(=O)O)C(C)C)c(C)c12	-0.7	6	3	-6	-0.7	-6	0	-5	2.9	3
O=S(=O)(Nc1ccc(-c2nc3cccnc3s2)cc1)c1cc(F)ccc1F	-0.8	-14	8	-1	0.0	-20	-8	1	4.5	-3
O=C(/C=C/c1cccc([N+](=O)[O-])c1)NCCSCc1c(Cl)cccc1Cl	-0.1	-8	-11	0	3.4	-16	-10	-8	-0.3	4
Cc1cccc2cc(CN(Cc3ccc(F)cc3)Cc3nnnn3C3CCCC3)c(=O)[nH]c12	0.0	-3	-8	0	-0.1	-5	3	2	-0.3	3
CCN(CC)CCNC(=O)c1cn(CC)c2cc(N3CCN(C(=O)c4ccco4)CC3)c(F)cc2c1=O	0.4	-9	12	-3	-0.8	-11	-3	4	0.0	4
COc1ccc(C2=NN(C(=O)CCC(=O)O)C(c3ccccc3F)C2)cc1 (stereo not drawn)	0.3	0	5	-2	-1.3	-6	0	-7	-0.1	-2

Next part
SMILES	TbMetRS inhib	E coli Lon inh	CendR NRP1 mod	MsrA act	LMPTP inh	Scp1 inh	DNMT1 block	SUMO1-SIM PPI	MsrA inhibitor	STEP block
O=C(Nc1nnc(Cc2ccccc2)s1)c1cccs1	0.0	6	13	3	0.6	-2	2	-11	1.8	-1
COc1ccccc1NC(=O)CCC(=O)OCc1ccc(Br)cc1	0.5	10	11	-1	1.4	-4	-9	-2	0.9	0
CN[C@H]1CC[C@@H](c2ccc(Cl)c(Cl)c2)c2ccccc21	-0.6&-0.3	-7&2	4&0	-1&-2	0.6&-0.1	-1&47	5&3	-8&-15	-0.9&-0.2	-2&2
CN1CCc2c(c3ccccc3n2C)C1	0.4	-8	2	-4	-0.9	-2	4	1	-0.3	-2
CCOC(=O)C(C(=O)OCC)C(C#N)c1ccccc1 (stereo not drawn)	-0.5	-9	3	-1	-2.0	-2	0	2	-0.3	0
O=C(C1CCCC1)N1CCN(S(=O)(=O)c2ccc(F)c(F)c2F)CC1	0.1	-3	11	-4	-0.6	-3	2	2	-0.9	-2
COc1ccc(CN(C(=O)CSc2nnc(-c3ccc(OC)c(OC)c3)o2)c2ccc(F)cc2)cc1	0.2	5	6	-4	6.8	-19	2	-3	-0.7	-4
Cc1ccc(C(=O)NCCCN2CCOCC2)cc1S(=O)(=O)N1CCCCC1	-0.3	-4	4	0	-1.4	-2	0	0	-1.4	9

Some of these compounds in order of their number in Scp1 inh, high to low.
structure | Scp1 inh
C[C@@H]1NC(=O)[C@H](CCCN=C(N)N)NC(=O)c2cc([N+](=O)[O-])cc(I)c2NCCC[C@@H](C(N)=O)NC1=O | -2
Cc1cccc2cc(CN(Cc3ccc(F)cc3)Cc3nnnn3C3CCCC3)c(=O)[nH]c12 | -5
CC(C)C1Cc2c(sc3ncnc(NN)c23)CO1 (stereo not drawn) | -19
